Source: PubChem BioAssay
NCOA3 inh: human NCOA3 inhibition. Q9Y6Q9. HEK293 GAL4-SRC3 luciferase reporter, luminescence. inhibition, % at 3.6 µM. 0.17% of 360,000 active;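 active means inhibition above a per-campaign cutoff, the mean of all compounds plus 3 SD, cut at about 60% in these data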;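 further: 0% = DMSO-treated cells and 100% = gossypol-treated cells at 36 µM; higher means less SRC3-driven luciferase light from the GAL4 reporter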
Vif inh: inhibitors of HIV Vif; HEK293T cells, Vif self-association by quenched fluorescence, imaging, 24 h; 0.35% of 340,000 active; inhibition, % at 7.49 µM; AID 602346; in the data active means inhibition above about 50%, passing the limit was not always enough; inconclusive means no clear call, values can overlap the other calls; inactive means below about 31%; further: some results filed as inactive read as strong as hits
TLR9-MyD88 inh: inhibitors of human TLR9-MyD88 binding | AID 504734 | CHO BLA complementation TLR9-MyD88, CCF4 FRET ratio | Q9NR96+Q99836 | inhibition, % at 4.98 µM | 0.21% of 340,000 active;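 active means inhibition above the mean over all tested compounds plus 3 SD, cut at about 21% in these data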;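 further: 0% = DMSO only wells and 100% = clavulanate BLA inhibitor control wells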
COUP-TFII inh: NR2F2 (human) inhibition, primary screen; P24468; HEK293T NGFI-A luciferase reporter, luminescence; inhibition, % at 8.6 µM; 0.7% of 370,000 active; AID 686940;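 active means inhibition above a per-plate cutoff, mean inhibition of test wells between control levels plus 3 SD, cut at about 38% in these data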;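 further: cells cotransfected with COUP-TFII expression vector driving the NGFI-A reporter; 0% = median of COUP-TF2 test wells and 100% = reporter-only cells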
TROY NFkB inh: inhibitors of TROY-dependent NF-kB signaling; Q293 LMP1-TROYcd NF-kB luciferase reporter, 4 h; inhibition, % at 10 µM; 0.98% of 360,000 active; AID 1347056;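 active means compounds whose plate-normalised and pattern-corrected inhibition of the luciferase reporter signal at the single screening dose is 50% or more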
NOD2-RIPK2 inh: NOD2-RIPK2 protein interaction inhibition; O43353; AID 624267; CHO BLA complementation NOD2-RIPK2, CCF4 ratio; 0.38% of 360,000 active; inhibition, % at 4.98 µM; in the data active means inhibition above about 21%;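 further: 0% = vehicle only and 100% = reference blocker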
SRC1 inh: human NCOA1 inhibition; Q15788; HEK293 GAL4-SRC1 luciferase reporter, luminescence; inhibition, % at 3.6 µM; 0.12% of 360,000 active; AID 588354;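 active means inhibition above the campaign mean plus 3 SD, with each screening campaign given its own cutoff, cut at about 60% in these data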;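 further: 0% = DMSO treated cells and 100% = gossypol at 36 µM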
NR5A2 inv ag: NR5A2 inverse agonism in reporter assay; inhibition, % at 3.6 µM; HEK293T StAR-luciferase reporter, LRH-1 transfected, 24 h; 0.13% of 360,000 active; O00482;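 active means inhibition above the mean inhibition of all tested compounds plus 3 SD, cut at about 73% in these data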;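 further: 0% = DMSO wells and 100% = reporter-only cells lacking LRH-1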
TRAIL sens C8: caspase-8 TRAIL sensitization. NB7+C8 cells + TRAIL, ATPlite viability luminescence. inhibition (viability loss, TRAIL sensitization), % at 10 µM. 1% of 360,000 active. AID 624354;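 active means compounds causing at least 50% loss of cell viability in the single-dose screen, relative to plate controls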
LMP1 NFkB inh: inhibitors of Epstein-Barr LMP1-induced NF-kappaB reporter; LMP1-induced NF-kappaB luciferase reporter cells, luminescence; inhibition, % at 12.5 µM; 0.69% of 350,000 active; in the data active means inhibition above about 41%; inconclusive means no clear call, values can overlap the other calls;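 further: 0% = neutral control wells and 100% = reference inhibitor control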
NCOA2 inhibitor: human SRC2 (NCOA2) inhibition; AID 651957; Q15596; 0.17% of 370,000 active; HEK293 GAL4-SRC2 luciferase reporter, luminescence; inhibition, % at 9 µM;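 active means inhibition above the mean inhibition of all tested compounds plus 3 SD, set per campaign, cut at about 52% in these data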;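 further: 0% = DMSO treated cells and 100% = cells given Gossypol at 36 µM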
Starred values were filed as active, the others as inactive. This is a subset; count on the stated rates, not on these rows.

A first look, 2 compounds:
For CSC1=NCCN1C(=O)c1ccc(S(=O)(=O)N(C)C)cc1 the results were NCOA3 inh 7, Vif inh 16, TLR9-MyD88 inh -2, COUP-TFII inh -8, TROY NFkB inh -12, NOD2-RIPK2 inh 0, SRC1 inh -5, NR5A2 inv ag 2, TRAIL sens C8 -5, LMP1 NFkB inh -1 and NCOA2 inhibitor -14.
For COc1cccc(OC)c1OCCN1CCC(C(=O)NC(c2ccc3c(c2)OCO3)c2ccccn2)CC1 (stereo unspecified) the results were NCOA3 inh -36, Vif inh 15, COUP-TFII inh 3, TROY NFkB inh -4, NOD2-RIPK2 inh -6, SRC1 inh 3, NR5A2 inv ag -13, TRAIL sens C8 -17 and NCOA2 inhibitor -49.

The list itself, from the first entry:
For CSC1=NCCN1C(=O)c1ccc(S(=O)(=O)N(C)C)cc1 the results were NCOA3 inh 7, Vif inh 16, TLR9-MyD88 inh -2, COUP-TFII inh -8, TROY NFkB inh -12, NOD2-RIPK2 inh 0, SRC1 inh -5, NR5A2 inv ag 2, TRAIL sens C8 -5, LMP1 NFkB inh -1 and NCOA2 inhibitor -14.
For COc1cccc(OC)c1OCCN1CCC(C(=O)NC(c2ccc3c(c2)OCO3)c2ccccn2)CC1 (stereo unspecified) the results were NCOA3 inh -36, Vif inh 15, COUP-TFII inh 3, TROY NFkB inh -4, NOD2-RIPK2 inh -6, SRC1 inh 3, NR5A2 inv ag -13, TRAIL sens C8 -17 and NCOA2 inhibitor -49.
Screening Cc1cccc2c1NC(=O)C2(O)N1CCCC(C)C1 (stereo unspecified) returned NCOA3 inh 4, Vif inh -3, TLR9-MyD88 inh 0, COUP-TFII inh 13, TROY NFkB inh -13, NOD2-RIPK2 inh -7, SRC1 inh 0, NR5A2 inv ag 0, TRAIL sens C8 1, LMP1 NFkB inh -11 and NCOA2 inhibitor -33.
For O=C1c2ccccc2C(c2nnnn2-c2ccc3c(c2)OCCO3)N1CCOc1ccccc1 (stereo unspecified) the results were COUP-TFII inh -26, TROY NFkB inh -24, NOD2-RIPK2 inh 3, NR5A2 inv ag -12, TRAIL sens C8 2 and NCOA2 inhibitor 2.
Screening COC(=O)c1[nH]c2ccc(C)cc2c1NC(=O)C(C)N1CCN(C2CCCCC2)CC1 (stereo unspecified) returned NCOA3 inh 3, Vif inh -2, TLR9-MyD88 inh 1, COUP-TFII inh 6, NOD2-RIPK2 inh -9, SRC1 inh 14, NR5A2 inv ag 3, TRAIL sens C8 2, LMP1 NFkB inh -1 and NCOA2 inhibitor -6.
For O=C(CCCN1C(=O)c2ccccc2C1=O)NC1=NCCS1 the results were NCOA3 inh -7, Vif inh -4, TLR9-MyD88 inh 1, COUP-TFII inh 16, TROY NFkB inh 13, NOD2-RIPK2 inh 12, SRC1 inh -19, NR5A2 inv ag -6, TRAIL sens C8 -34, LMP1 NFkB inh 0 and NCOA2 inhibitor 2.
CCN(CC(=O)Nc1c(F)cccc1F)C(=O)CCc1c[nH]c2ccccc12 was read as NCOA3 inh 6, Vif inh 6, TLR9-MyD88 inh 8, COUP-TFII inh 4, TROY NFkB inh 13, NOD2-RIPK2 inh -11, SRC1 inh -15, NR5A2 inv ag 2, TRAIL sens C8 -8, LMP1 NFkB inh 1 and NCOA2 inhibitor -6.
Screening CCCC(=O)Nc1cc(Cl)ccc1N1CCN(C(=O)CC)CC1 returned NCOA3 inh 27, Vif inh 5, TLR9-MyD88 inh 8, COUP-TFII inh 28, TROY NFkB inh -3, NOD2-RIPK2 inh 2, SRC1 inh 5, NR5A2 inv ag -6, TRAIL sens C8 14, LMP1 NFkB inh -11 and NCOA2 inhibitor 11.
`O=C(NNC(=O)c1ccc(Oc2cc(Cl)cc(Cl)c2)o1)c1ccccc1` gave NCOA3 inh 10, Vif inh 0, TLR9-MyD88 inh -19, COUP-TFII inh 31, TROY NFkB inh -10, NOD2-RIPK2 inh 1, SRC1 inh 14, NR5A2 inv ag 9, TRAIL sens C8 -3, LMP1 NFkB inh -1 and NCOA2 inhibitor 1.
COc1ccc(S(=O)(=O)NCC(=O)N(CC(=O)NCC2CCCO2)c2cc(C)ccc2C)cc1 (stereo unspecified) was read as NCOA3 inh 11, Vif inh 5, TLR9-MyD88 inh -1, COUP-TFII inh -1, TROY NFkB inh 21, NOD2-RIPK2 inh 9, SRC1 inh -19, NR5A2 inv ag -2, TRAIL sens C8 -11, LMP1 NFkB inh 5 and NCOA2 inhibitor 9.
For O=C(NCCc1ccccc1)C1CCC(CNS(=O)(=O)c2ccccc2)CC1 (stereo unspecified) the results were NCOA3 inh 4, Vif inh -4, TLR9-MyD88 inh 4, COUP-TFII inh -6, TROY NFkB inh -22, NOD2-RIPK2 inh -8, SRC1 inh -23, NR5A2 inv ag -13, TRAIL sens C8 0, LMP1 NFkB inh -3 and NCOA2 inhibitor -6.
`O=C(c1ccco1)N1CCC(c2nc3ccccc3[nH]2)CC1` gave NCOA3 inh -1, Vif inh -6, TLR9-MyD88 inh 5, COUP-TFII inh -18, TROY NFkB inh -11, NOD2-RIPK2 inh -5, SRC1 inh -12, NR5A2 inv ag 10, TRAIL sens C8 4, LMP1 NFkB inh 3 and NCOA2 inhibitor -4.
COc1cccc(-c2cc(C(F)(F)F)nc(-n3ccc([N+](=O)[O-])n3)n2)c1 was read as NCOA3 inh -17, Vif inh inconclusive, TLR9-MyD88 inh -4, COUP-TFII inh -6, TROY NFkB inh 3, NOD2-RIPK2 inh -8, SRC1 inh -12, NR5A2 inv ag 11, TRAIL sens C8 2, LMP1 NFkB inh -11 and NCOA2 inhibitor 9.
CC(=O)OC1CC2C(C)(C)C(=O)C=CC2(C)C2CCC3(C)C(c4ccoc4)OC(=O)C4OC43C12C (stereo unspecified) was read as NCOA3 inh 49, Vif inh -3, COUP-TFII inh 9, TROY NFkB inh 38, NOD2-RIPK2 inh 9, SRC1 inh 34, NR5A2 inv ag 23, TRAIL sens C8 -18 and NCOA2 inhibitor 39.
For COc1ccc(C(=O)Nc2ccc(S(=O)(=O)N3CCOCC3)cc2)cc1[N+](=O)[O-] the results were NCOA3 inh 2, Vif inh -2, TLR9-MyD88 inh -7, COUP-TFII inh 6, TROY NFkB inh 18, NOD2-RIPK2 inh 6, SRC1 inh 15, NR5A2 inv ag 36, TRAIL sens C8 -11, LMP1 NFkB inh -5 and NCOA2 inhibitor 4.
Screening Cc1cc2c(cc1C)C(c1cccc(F)c1)CC(=O)N2 (stereo unspecified) returned NCOA3 inh -12, Vif inh 1, TLR9-MyD88 inh -12, COUP-TFII inh -6, TROY NFkB inh -35, NOD2-RIPK2 inh 1, SRC1 inh -3, NR5A2 inv ag -11, TRAIL sens C8 3, LMP1 NFkB inh -7 and NCOA2 inhibitor -26.
`CCCCc1nnc(NC(=O)CCN2C(=O)C3CC=CCC3C2=O)s1` (stereo unspecified) gave NCOA3 inh 4, Vif inh 0, TLR9-MyD88 inh -6, COUP-TFII inh -17, TROY NFkB inh -3, NOD2-RIPK2 inh 3, SRC1 inh -8, NR5A2 inv ag 7, TRAIL sens C8 3, LMP1 NFkB inh 3 and NCOA2 inhibitor 7.
CCCn1c2c(c(O)c(C(=O)Nc3ccc(OC)cc3)c1=O)CCCC2 was read as NCOA3 inh 1, Vif inh -25, TLR9-MyD88 inh -3, COUP-TFII inh 5, TROY NFkB inh -2, NOD2-RIPK2 inh -6, SRC1 inh -15, NR5A2 inv ag 17, TRAIL sens C8 5, LMP1 NFkB inh -2 and NCOA2 inhibitor -32.
`Cc1ccc(C(=O)OCC(=O)NCc2cccs2)cc1S(=O)(=O)N1CCOCC1` gave NCOA3 inh 6, Vif inh 3, TLR9-MyD88 inh 5, COUP-TFII inh -2, TROY NFkB inh 5, NOD2-RIPK2 inh 9, SRC1 inh -3, NR5A2 inv ag -14, TRAIL sens C8 -10, LMP1 NFkB inh -5 and NCOA2 inhibitor -18.
For O=C(Cc1ccccc1)Nc1ccc2c(c1)C(=O)N(CC1CCCO1)C2=O (stereo unspecified) the results were NCOA3 inh -2, Vif inh 50*, TLR9-MyD88 inh 0, COUP-TFII inh -15, TROY NFkB inh -16, NOD2-RIPK2 inh -5, SRC1 inh -10, NR5A2 inv ag 2, TRAIL sens C8 0, LMP1 NFkB inh -5 and NCOA2 inhibitor -6.
`Cc1ccc(NC(=O)Cn2cnc3c(nnn3Cc3ccc(F)cc3)c2=O)cc1` gave NCOA3 inh 9, TLR9-MyD88 inh 1, COUP-TFII inh 10, TROY NFkB inh 11, NOD2-RIPK2 inh -5, SRC1 inh -3, NR5A2 inv ag 16, TRAIL sens C8 4, LMP1 NFkB inh 6 and NCOA2 inhibitor 12.
`Cc1cccc(N(Cc2ccccc2)C(=O)c2ccc(CS(C)(=O)=O)cc2)c1` gave NCOA3 inh 19, Vif inh 7, TLR9-MyD88 inh 3, COUP-TFII inh -8, TROY NFkB inh 0, NOD2-RIPK2 inh -3, SRC1 inh -14, NR5A2 inv ag 4, TRAIL sens C8 7, LMP1 NFkB inh -2 and NCOA2 inhibitor -12.
For CC1(C)C(=O)Nc2ccccc2N1C(=O)c1ccc([N+](=O)[O-])cc1 the results were NCOA3 inh -38, Vif inh -4, TLR9-MyD88 inh 9, COUP-TFII inh 2, TROY NFkB inh 4, NOD2-RIPK2 inh 0, SRC1 inh 11, NR5A2 inv ag 18, TRAIL sens C8 2, LMP1 NFkB inh 4 and NCOA2 inhibitor -2.
`Cc1cc(C)n(-c2ccc(C(=O)OCC(=O)c3c(N)n(C)c(=O)n(C)c3=O)cc2)n1` gave NCOA3 inh -13, Vif inh -10, TLR9-MyD88 inh 8, COUP-TFII inh -16, TROY NFkB inh -9, NOD2-RIPK2 inh 0, SRC1 inh -6, NR5A2 inv ag 3, TRAIL sens C8 10, LMP1 NFkB inh -4 and NCOA2 inhibitor 3.
For Cc1ccc(C(=O)N2CCN(c3ccc(NC(=O)c4ccc5c(c4)OCCO5)cc3)CC2)cc1 the results were NCOA3 inh 7, Vif inh -32, TLR9-MyD88 inh -4, COUP-TFII inh 13, TROY NFkB inh 57*, NOD2-RIPK2 inh 2, SRC1 inh 18, NR5A2 inv ag -14, TRAIL sens C8 35, LMP1 NFkB inh 19 and NCOA2 inhibitor 20.
Screening CCc1nc2ccc(C(=O)Nc3ccc(OC)c(OC)c3)cn2c1N(C)C(=O)Cc1ccccc1 returned NCOA3 inh 6, Vif inh -5, COUP-TFII inh -4, TROY NFkB inh 8, NOD2-RIPK2 inh -3, SRC1 inh 4, NR5A2 inv ag 16, TRAIL sens C8 -3 and NCOA2 inhibitor -13.
For O=C(CCNS(=O)(=O)c1ccc(OC(F)(F)F)cc1)NC1CC1 the results were NCOA3 inh -5, Vif inh 6, TLR9-MyD88 inh -10, COUP-TFII inh 11, TROY NFkB inh 2, NOD2-RIPK2 inh -2, SRC1 inh 4, NR5A2 inv ag 2, TRAIL sens C8 6, LMP1 NFkB inh 11 and NCOA2 inhibitor -5.
For O=C(Cn1c(=O)n(-c2cccc(Cl)c2)c(=O)n1CC(=O)N1CCCCC1)N1CCCCC1 the results were NCOA3 inh -13, Vif inh 3, TLR9-MyD88 inh 3, COUP-TFII inh 11, TROY NFkB inh 1, NOD2-RIPK2 inh -3, SRC1 inh -8, NR5A2 inv ag 7, TRAIL sens C8 -11, LMP1 NFkB inh 7 and NCOA2 inhibitor -10.
